PvdQ inh: blocks Pseudomonas aeruginosa PvdQ acylase activity; inhibition, % at 10 µM; purified PvdQ acylase, fluorescence plate reader; 340,000 compounds, 0.063% hits; in the data active = inhibition above about 30%, passing the limit was not always enough;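 also: 0% = vehicle neutral wells and 100% = reference inhibitor wells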
MITF TRPM1 HTS: increases MITF-driven TRPM1 promoter luciferase signal; SK-MEL-5 TRPM1-promoter luciferase, 24 h; % of positive control, neutral wells = 0; activation, % at 12.5 µM; 300,000 compounds, 0.75% hits; AID 588334;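 active = mean activation of at least 80% with every replicate also reaching 80%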;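 also: 0% = neutral control wells and 100% = parthenolide positive control wells; values of inactives mirror those of a sister screen read the other way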
V-ATPase pHluor: yeast V-ATPase proton transport regulation by pHLuorin | S. cerevisiae, pHLuorin cytosolic pH fluorescence | 350,000 compounds, 0.37% hits | response, % at 10 µM; in the data active = response mostly above about 7.3%, no sharp cut-off; inactive = mostly below about 5.4%; also: actives read high; inactives centre near 0; some compounds called inactive have numbers as strong as hits; reference of the scale not given here
HTR5A ag: HTR5A agonism, opioid heterodimer counter-screen. HTR5A agonist assay, luminescence, cell-based. P47898. activation, % at 9.3 µM. 340,000 compounds, 0.61% hits; in the data active = activation mostly above about 9.5%, no sharp cut-off; inactive = mostly below about 7.6%;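 also: 0% = cells with vehicle only and 100% = reference agonist; strong numbers were not always called active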
Target sequence (P47898 whole entry, looked up): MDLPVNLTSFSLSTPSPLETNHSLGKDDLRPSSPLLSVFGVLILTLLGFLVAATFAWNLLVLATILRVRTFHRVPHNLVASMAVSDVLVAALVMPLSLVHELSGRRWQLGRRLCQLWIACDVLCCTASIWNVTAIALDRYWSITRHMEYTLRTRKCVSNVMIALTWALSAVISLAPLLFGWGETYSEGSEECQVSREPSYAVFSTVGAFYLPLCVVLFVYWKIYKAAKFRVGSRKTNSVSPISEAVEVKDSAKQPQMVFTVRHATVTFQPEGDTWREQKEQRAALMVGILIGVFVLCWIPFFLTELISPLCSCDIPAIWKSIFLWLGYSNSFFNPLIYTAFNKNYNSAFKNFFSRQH
Wnt act: Wnt/beta-catenin pathway activation; Wnt/beta-catenin reporter cell assay, activator, plate reader; activation, % at 9.35 µM; 300,000 compounds, 1.2% hits; AID 743398; in the data active = activation above about 30%, passing the limit was not always enough;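 also: 0% = neutral control wells and 100% = positive control wells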
HTR5A inv ctr: inverse agonist of human HTR5A in OPRM1-OPRD1 counter-screen | P47898 | HTR5A cell line, luminescence, inverse agonism | inhibition, % at 9.3 µM | 340,000 compounds, 0.083% hits; in the data active = inhibition mostly above about 23%, no sharp cut-off; inactive = mostly below about 18%;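 also: 0% = cells with DMSO and 100% = no-cell wells with DMSO; some compounds called inactive have numbers as strong as hits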
CDK5 p35 inh: CDK5/p35 (human) kinase inhibition; Recombinant CDK5/p35, ADP-Glo luminescence, 60 min; 330,000 compounds, 0.01% hits; inhibition, % at 10 µM; AID 488839;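 active = highest replicate inhibition of at least 50% and at least 75% of replicates reaching 50%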;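 also: plate controls were DMSO neutral control for no effect and GW8510 at 10 µM for full effect; many of its hits are not listed in these tables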
NSD2 HMT inh: blocks human histone methyltransferase NSD2. O96028. NSD2 peptide methylation, AlphaScreen, 120 min. inhibition, % at 12.5 µM. 310,000 compounds, 0.54% hits; in the data active = inhibition above about 50%
SR-BI DiI inh: inhibitors of mouse SR-BI mediated HDL lipid uptake; Q61009; ldlA[mSR-BI] CHO cells, DiI-HDL uptake fluorescence, 3 h; inhibition, % at 12.5 µM; 320,000 compounds, 0.96% hits; AID 488896;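 active = mean replicate inhibition of at least 70% and a set share of replicates each scoring 70 or more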;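 also: 0% = median of neutral control wells and 100% = median of positive control wells; values of inactives mirror those of a sister screen read the other way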
dFosB activator: mouse delta FosB homodimer activation | AID 493131 | 340,000 compounds, 0.99% hits | activation, % at 25 µM | purified delta FosB, TAMRA-CDK5 oligo fluorescence polarization; percent of positive-control signal above neutral wells | P13346;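 active = mean activation above about 17%, with every replicate also reaching it, limit read from the data, passing the limit was not always enough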;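 also: fluorescence polarization rise as delta FosB binds a TAMRA Cdk5 AP-1 oligo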
Target sequence (P13346 whole entry, looked up): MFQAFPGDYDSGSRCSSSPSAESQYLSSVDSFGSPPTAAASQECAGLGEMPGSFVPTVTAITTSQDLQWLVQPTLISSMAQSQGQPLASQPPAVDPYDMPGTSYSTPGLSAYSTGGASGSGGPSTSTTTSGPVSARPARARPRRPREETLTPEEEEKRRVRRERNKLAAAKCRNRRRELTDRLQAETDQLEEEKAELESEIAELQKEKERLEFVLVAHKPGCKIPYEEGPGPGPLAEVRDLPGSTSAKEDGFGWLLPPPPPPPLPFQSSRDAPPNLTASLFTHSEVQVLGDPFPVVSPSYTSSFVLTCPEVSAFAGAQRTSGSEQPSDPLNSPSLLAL
An asterisk follows results filed as active; . = not tested or not shown. The order is random. Share with any hit: about 5%.

SMILES	PvdQ inh	MITF TRPM1 HTS	V-ATPase pHluor	HTR5A ag	Wnt act	HTR5A inv ctr	CDK5 p35 inh	NSD2 HMT inh	SR-BI DiI inh	dFosB activator
COc1ccc(-n2ncc3c2CC(C)(C)CC3NC(=O)CCC2=NNC(=O)CC2)cc1 (stereo not given)	-13	7	1	-1	1	1	1.0	0	2	-3
Cc1ccc(S(=O)(=O)Nc2ccc3oc(=O)sc3c2)c(C)c1	-12	-1	-2	0	.	1	-0.4	.	4	-2
Cc1cc(NC(=O)NCc2ccccc2)c(=O)n(Cc2ccccc2F)c1	1	15	0	2	1	-7	0.6	-1	21	-6
COc1ccc(C)cc1NC(=O)c1[nH]c(C)c(C(C)=O)c1C	-10	.	1	-2	.	9	-1.3	1	57	-16
O=C(CSc1nc2ccccc2s1)N1c2ccccc2Sc2ccc(C(F)(F)F)cc21	-1	-15	1	9	-11	-25	-0.4	-2	19	-9
CCN1C[C@@H]2[C@@H]3C(=O)N(C)C(=O)[C@@H]3[C@](Cc3ccccc3)(C(=O)OC)N2C1=NCc1ccccc1	-16	-3	-3	1	-1	-4	-0.6	.	-38	-2
COC(=O)CSc1nnc(-c2ccco2)n1Cc1ccco1	-15	-17	-3	5	.	-18	1.0	3	-19	-2
CCOC(=O)C1(Cc2cccc(OC)c2)CCCN(S(=O)(=O)c2cccnc2)C1 (stereo not given)	13	-3	-6	1	-3	-7	0.7	-9	-3	-6
CC(=O)Nc1ccc(S(=O)(=O)n2cnc3cc(C)c(C)cc32)cc1	-9	-9	-3	2	.	-16	-3.6	4	-17	-4
Cc1cc(Cl)ccc1OCCCC(N)=O	-2	-1	-3	0	.	-13	0.3	.	-14	-2
O=C(NCc1cccs1)c1cc(-c2cccc(Cl)c2)on1	-16	54	1	3	.	8	2.5	4	3	2
Cc1ccc(C(C)(C)C)c(OCCN2CCCC2)c1	-15	1	0	8	.	-13	0.7	3	-13	4
O=C(CNc1cccc(Cl)c1)c1ccc(Cl)cc1	-4	50	-1	2	.	-24	-0.3	.	20	-9
NC(=O)c1ccc(-c2noc(-c3ccccc3F)n2)cc1	1	57	3	0	19	-17	4.8	.	-2	6
Cc1ccc(S(=O)(=O)NC2(C(F)(F)F)NC(=O)N(C)C2=O)cc1 (stereo not given)	-12	-2	3	6	-1	-15	-1.0	.	4	1
CCCOc1cccc(C(=O)N(Cc2cccs2)C2CCS(=O)(=O)C2)c1 (stereo not given)	-6	0	-6	1	-6	-2	-2.1	-1	.	-12
O=C(COC(=O)COc1ccccc1)NC1CCCc2ccccc21 (stereo not given)	-12	5	0	-3	-6	7	-1.7	0	-8	-10
CCOC(=O)c1[nH]c2ccccc2c1NC(=O)c1ccc2c(c1)OCO2	8	6	4	-1	-1	3	-0.7	.	44	-4
CCC1=C(OC(=O)N(CC)CC)N2C(=O)OC(=NCC3CC3)[C@]2(C)[C@H]2C1=CC[C@H]1C(=O)N(C)C(=O)[C@H]12	-17	-4	0	-2	1	-4	1.4	.	-42	-12
CC(Cl)C(=O)Nc1cc(C(C)(C)C)nn1-c1ccccc1 (stereo not given)	-15	9	-1	-1	-1	5	-1.4	-1	-8	-1
CCOc1ccc(CNc2ccc3c(c2)ncn3C)cc1	-6	37	3	-3	25	-1	0.6	14	-41	2
Cc1ccc(Sc2ccncc2S(N)(=O)=O)cc1	4	-6	-1	2	.	-8	-0.8	0	-17	5
Cc1csc(=O)n1CC(=O)Nc1ccc(C(C)C)cc1	-10	54	-4	-2	15	-11	0.9	9	-6	-6
Cc1ccc(O)c(Nc2nc(-c3ccccc3)nc3ccccc23)c1	12	-6	-4	4	-1	-12	0.2	-1	43	-4
CN(C)CCO/N=C(\c1ccc(Br)cc1)c1cccnc1	-10	12	0	4	0	-11	-0.6	4	-12	-3

A section taken from the entries so far, for reference:
SMILES	PvdQ inh	MITF TRPM1 HTS	V-ATPase pHluor	HTR5A ag	Wnt act	HTR5A inv ctr	CDK5 p35 inh	NSD2 HMT inh	SR-BI DiI inh	dFosB activator
NC(=O)c1ccc(-c2noc(-c3ccccc3F)n2)cc1	1	57	3	0	19	-17	4.8	.	-2	6
Cc1ccc(S(=O)(=O)NC2(C(F)(F)F)NC(=O)N(C)C2=O)cc1 (stereo not given)	-12	-2	3	6	-1	-15	-1.0	.	4	1
CCCOc1cccc(C(=O)N(Cc2cccs2)C2CCS(=O)(=O)C2)c1 (stereo not given)	-6	0	-6	1	-6	-2	-2.1	-1	.	-12
O=C(COC(=O)COc1ccccc1)NC1CCCc2ccccc21 (stereo not given)	-12	5	0	-3	-6	7	-1.7	0	-8	-10
CCOC(=O)c1[nH]c2ccccc2c1NC(=O)c1ccc2c(c1)OCO2	8	6	4	-1	-1	3	-0.7	.	44	-4
CCC1=C(OC(=O)N(CC)CC)N2C(=O)OC(=NCC3CC3)[C@]2(C)[C@H]2C1=CC[C@H]1C(=O)N(C)C(=O)[C@H]12	-17	-4	0	-2	1	-4	1.4	.	-42	-12
CC(Cl)C(=O)Nc1cc(C(C)(C)C)nn1-c1ccccc1 (stereo not given)	-15	9	-1	-1	-1	5	-1.4	-1	-8	-1
CCOc1ccc(CNc2ccc3c(c2)ncn3C)cc1	-6	37	3	-3	25	-1	0.6	14	-41	2
Cc1ccc(Sc2ccncc2S(N)(=O)=O)cc1	4	-6	-1	2	.	-8	-0.8	0	-17	5
Cc1csc(=O)n1CC(=O)Nc1ccc(C(C)C)cc1	-10	54	-4	-2	15	-11	0.9	9	-6	-6
Cc1ccc(O)c(Nc2nc(-c3ccccc3)nc3ccccc23)c1	12	-6	-4	4	-1	-12	0.2	-1	43	-4
CN(C)CCO/N=C(\c1ccc(Br)cc1)c1cccnc1	-10	12	0	4	0	-11	-0.6	4	-12	-3

Additional compounds follow.
SMILES	PvdQ inh	MITF TRPM1 HTS	V-ATPase pHluor	HTR5A ag	Wnt act	HTR5A inv ctr	CDK5 p35 inh	NSD2 HMT inh	SR-BI DiI inh	dFosB activator
O=C(CS(=O)(=O)c1c[nH]c2ccccc12)NC1CCCCC1	-5	-4	4	9	-2	-26	-0.9	.	-23	-4
CCN1CCN(c2ccc(NC(=O)c3cc(OC)c(OC)c(OC)c3)cc2)CC1	-3	9	4	5	2	-15	-1.2	8	-26	-8
CC(=O)O[C@H]1C[C@@]2(O)[C@@H](OC(=O)c3ccccc3)C3[C@@](C)([C@@H](O)C[C@H]4OC[C@@]34OC(C)=O)[C@@H](O)[C@H](OC(C)=O)C(=C1C)C2(C)C (stereo not given in full)	-6	-14	-1	-1	-1	9	1.3	.	-18	-8
O=C1c2ccccc2N2C(=O)c3ccccc3C2N1O (stereo not given)	-12	2	-11	4	2	-11	2.6	3	-24	-2
CC1=NN(c2ccc(Cl)cc2)C(=O)C1	-6	-17	3	-4	-2	13	-1.0	4	11	-6
Cc1ccc2nc(SCC(=O)Nc3ccc(C)c(Cl)c3)nc(=O)n2c1	-3	7	0	-1	4	7	0.7	-1	-16	14
COc1nc(-c2ccccc2)nnc1-c1ccccc1	1	26	-3	0	19	0	1.1	4	-8	-15
COc1ccccc1N1C(=O)Cc2ccccc2C1=O	-6	2	1	0	-2	-1	1.5	.	-11	-5
COc1ccc(CNC(=O)c2cc(SC)ccc2Cl)cc1OC	-13	4	0	-2	-2	17	-0.1	-5	19	-2
CC(=O)Nc1nnc(SCc2ccc(F)cc2)s1	-10	47	-2	-3	17	-27	-1.5	3	-13	-3
CN(C)S(=O)(=O)c1cccc(NC(=O)c2cccc(S(=O)(=O)N3CCCCC3)c2)c1	-19	-11	-2	-5	-4	12	-2.2	-1	33	-6
CN(C)/C=C(\C#N)C(N)=C(C#N)C#N	11	-2	-2	.	0	.	0.2	7	-7	-1
Cc1ccccc1Cn1c(=O)sc2ccccc2c1=O	-4	6	-3	1	-13	-3	-0.6	-17	8	-6
O=C(COC(=O)c1ccccc1)NC(=O)NC1CCCC1	0	7	4	1	-1	-4	2.6	2	-20	4
CCCOC(=O)c1c(NC(=O)/C=C/c2cnn(C)c2C)sc(C(=O)OCC)c1C	-3	12	-1	1	.	9	-0.3	9	76*	-2
COC(=O)CNC(c1ccccc1)c1cc(Cl)ccc1NC(=O)c1cccc(Cl)c1 (stereo not given)	-17	-6	0	1	-1	14	-0.1	1	18	-7
Cc1cc([N+](=O)[O-])cc2ncccc12	-12	8	1	0	.	19	0.1	-3	-26	1
C/C(=N/NC(=O)c1sc(NS(=O)(=O)c2ccccc2)nc1C)c1ccc(F)cc1	4	-3	2	2	-1	-6	0.8	2	-19	4
Cc1ccccc1C(=O)NNC1CC(=O)N(c2ccc3c(c2)OCCO3)C1=O (stereo not given)	-8	2	-1	0	0	-7	0.9	-1	-45	3
COc1cc(C(O)P(=O)(OCC(C)C)c2ccc(N(C)C)cc2)cc(OC)c1OC (stereo not given)	-14	2	0	7	-1	-18	0.0	-2	-5	0
CCOC(=O)Cc1csc(NC(=O)c2cc(-c3ccncc3)nc3ccccc23)n1	-8	4	6	0	-6	0	-2.0	2	52	-21
CC(=O)c1sc(=S)n(-c2ccc(Cl)cc2)c1C	-6	8	0	3	-4	-7	-0.7	4	-29	-4
Cc1ccc(/C=C2\SC(=S)N(CCCC(=O)Nc3ccccn3)C2=O)cc1	1	-79	-2	-13	.	29	-1.0	0	-24	-4
CCN(CC(=O)Nc1ccc(C)c(S(=O)(=O)N2CCOCC2)c1)Cc1ccccc1	2	-2	-7	-7	-1	17	1.8	2	17	-7
Cn1c(SCC(=O)c2cccs2)nnc1-c1ccco1	-7	8	-2	0	18	1	1.1	2	-7	1

Continued:
SMILES	PvdQ inh	MITF TRPM1 HTS	V-ATPase pHluor	HTR5A ag	Wnt act	HTR5A inv ctr	CDK5 p35 inh	NSD2 HMT inh	SR-BI DiI inh	dFosB activator
COc1ccc(OCC(=O)Nc2ccc(Cl)cc2)cc1	-3	10	-2	-4	-3	9	1.7	0	0	3
COC(=O)c1cccc(NC(=O)c2cccc([N+](=O)[O-])c2)c1	4	24	-3	3	6	-35	-0.7	28	14	-1
O=C(C1CCCN(S(=O)(=O)Cc2ccccc2)C1)N1CCC(Cc2ccccc2)CC1 (stereo not given)	-8	-6	0	-4	-9	-25	1.7	1	43	-2
CCCc1[nH]c2ccc(C#N)cc2c1CCC	-15	-2	-1	2	-3	-47	2.3	.	15	-10
O=C(NC1CC1)C1=C[C@H](c2ccc3c(c2)OCO3)C[C@H](OCc2ccc(CO)cc2)O1	-6	22	-3	-3	1	-16	1.0	.	-1	-5
O=C(c1ccc(OC2CCN(CCc3ccccc3)CC2)cc1)N1CCC(CO)CC1	-11	4	6	2	-1	-5	-3.2	9	-16	-8
Cc1cc([N+](=O)[O-])nn1CCCC(=O)Nc1cc(Oc2ccccc2)cc([N+](=O)[O-])c1	-13	-3	4	-1	4	1	0.8	-2	19	-4
Cc1ccccc1OCCCCn1c(CO)nc2ccccc21	2	10	1	8	-1	-21	0.9	1	-8	0
